Bioassay records: PubChem BioAssay, several laboratories
RGS4 inh: RGS4 inhibitors, primary screen, cell-based, HEK293 M3R inducible RGS4, calcium flux | Regulator of G-protein signaling 4 (Homo sapiens), P49798 | Fluo-4 calcium flux; stronger effect = higher value; triggered by carbachol at its EC20 | B-score at 10 µM | hit rate 0.45% among 310,000 | AID 463165, 2010;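 active = B-score, a plate-corrected calcium signal, over three deviations above library mean, with baseline fluorescence within five deviations of library mean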;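 note: RGS4 expression induced by doxycycline in cells with stable M3 receptor; B-score is computed from the integrated fluorescence ratio over baseline after carbachol; higher B-score means a larger calcium signal and so more RGS4 inhibition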
Target sequence (P49798 whole entry, looked up): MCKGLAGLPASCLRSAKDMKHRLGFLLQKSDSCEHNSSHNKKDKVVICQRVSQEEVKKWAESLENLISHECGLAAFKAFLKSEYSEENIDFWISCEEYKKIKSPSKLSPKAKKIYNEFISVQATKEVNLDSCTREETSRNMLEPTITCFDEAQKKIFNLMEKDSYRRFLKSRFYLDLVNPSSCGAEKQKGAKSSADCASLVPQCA
RGS4 act: RGS4 potentiators or activators, primary screen, cell-based, HEK293 M3R inducible RGS4, calcium flux; hit rate 0.92% among 310,000; B-score at 10 µM; carbachol calcium flux Fluo4; stronger effect = lower value;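 active = B-score of the integrated calcium signal more than 4 SD below the library mean, with starting fluorescence not abnormally high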;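 note: negative B-score means reduced calcium response which marks RGS4 activation or potentiation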
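test system = M3R-expressing HEK293 line, RGS4 induced by doxycycline | probe or stimulus = carbachol at ECmax as muscarinic agonist stimulus | timing = dye loading 30 min 37 °C, buffer rest 30 min RT | signal = calcium dye Fluo4 fluorescence | evaluation = B score from integrated fluorescence ratio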
TRPC6 act: mouse TRPC6 channel activators, primary screen, cell-based, HEK293, membrane potential dye; hit rate 0.13% among 310,000; HEK293-TRPC6 membrane potential dye fluorescence; stronger effect = higher value; AID 2550, 2010; Short transient receptor potential channel 6 (Mus musculus), Q61143; B-score at 10 µM;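 active = B-score of the integrated fluorescence ratio above library mean plus 3 SD, and starting fluorescence ratio within library mean plus 5 SD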;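 note: higher score means more depolarization so channel activation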
TMEM16A inh: TMEM16A chloride channel inhibitors, primary screen, cell-based, HTS; HEK293 TMEM16A/YFP iodide influx fluorescence, ionomycin; Anoctamin-1 (Mus musculus), Q8BHY3; normalized B-score (activity score, 25-100; higher = stronger inhibition) at 10 µM; hit rate 1.2% among 310,000; AID 588511, 2011;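 active = ratio plate-corrected score three or more library SD toward inhibition, starting fluorescence score within five deviations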;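 note: score derived from kinetic fluorescence span divided by baseline fluorescence per well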
TRPC6 inhibitor: mouse TRPC6 channel inhibitors, primary screen, cell-based, HEK293, membrane potential dye. ACh-evoked depolarization; stronger effect = lower value. B-score at 10 µM. hit rate 1.1% among 310,000;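 active = B-score under library mean minus 3 SD, initial fluorescence not abnormally high, positive integrated signal ratio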;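 note: B-score derived from integrated fluorescence ratio over the kinetic read; more negative B-score means stronger inhibition of depolarization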
TMEM16A act: TMEM16A chloride channel activators or potentiators, primary screen, cell-based, HTS; Anoctamin-1 (Mus musculus), Q8BHY3; HEK293 TMEM16A/YFP-H148Q/I152L, iodide quench fluorescence; stronger effect = lower value; B-score at 10 µM; hit rate 0.3% among 340,000; AID 623877, 2012;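 active = fluorescence-ratio B-score plate-corrected deviation score at least 3 library SD below zero, with starting fluorescence score within 5 deviations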;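 note: channel opened by trigger with iodide after compound preincubation; score built on the fluorescence ratio of max minus min over baseline; more negative score means more quench and so TMEM16A activation or potentiation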
HDAC3 inh: HDAC3 deacetylase inhibitors, primary screen, biochemical, fluorescence, cell-free homogeneous | recombinant HDAC3, fluorogenic peptide/trypsin coupled | AID 2718, 2010 | hit rate 0.15% among 320,000 | inhibition, % at 8.3 µM; in the data active = inhibition above about 26%, passing the limit was not always enough; inconclusive = no clear call, values can overlap the other calls
Target sequence (O15379 whole entry, looked up): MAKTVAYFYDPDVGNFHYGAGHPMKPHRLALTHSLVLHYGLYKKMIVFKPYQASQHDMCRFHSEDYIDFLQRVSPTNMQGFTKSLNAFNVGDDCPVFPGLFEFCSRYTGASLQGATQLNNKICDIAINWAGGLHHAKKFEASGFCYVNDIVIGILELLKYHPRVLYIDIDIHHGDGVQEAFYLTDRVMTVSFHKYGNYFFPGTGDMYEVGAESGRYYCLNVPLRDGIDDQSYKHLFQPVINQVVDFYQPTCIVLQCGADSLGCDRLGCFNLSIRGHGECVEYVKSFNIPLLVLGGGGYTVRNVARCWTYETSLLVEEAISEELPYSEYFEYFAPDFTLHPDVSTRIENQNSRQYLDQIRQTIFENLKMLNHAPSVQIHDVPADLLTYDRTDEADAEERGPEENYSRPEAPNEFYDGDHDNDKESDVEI
MrgX1 allo act: positive allosteric modulators of MrgX1, primary screen, HEK293 cells, Fluo-4 calcium flux | hit rate 0.63% among 310,000 | B-score at 10 µM | FDSS; stronger effect = higher value;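 active = plate-corrected calcium response at least 3 library SD above typical, normal starting fluorescence, not activating the receptor alone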;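 note: compound read alongside a low EC10 to EC30 dose of BAM8-22 agonist; peak minus trough fluorescence over baseline measured at the second addition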
Target sequence (Q96LB2 whole entry, looked up): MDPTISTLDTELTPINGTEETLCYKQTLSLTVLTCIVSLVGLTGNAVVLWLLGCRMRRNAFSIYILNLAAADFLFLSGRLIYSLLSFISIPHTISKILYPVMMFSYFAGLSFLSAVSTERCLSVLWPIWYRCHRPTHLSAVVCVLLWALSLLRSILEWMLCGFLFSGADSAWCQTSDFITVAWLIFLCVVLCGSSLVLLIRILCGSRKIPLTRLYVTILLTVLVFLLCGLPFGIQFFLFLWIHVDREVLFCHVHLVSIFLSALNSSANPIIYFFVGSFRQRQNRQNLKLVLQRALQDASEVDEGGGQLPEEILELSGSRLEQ
SKKanGAS inh: S. pyogenes SKKanGAS growth inhibitors in kanamycin, primary screen, streptokinase expression inhibitor project, SKKanGAS strain, BacTiter-Glo luminescence | inhibition, % at 7.5 µM | hit rate 1.3% among 300,000 | 6 h | AID 1662, 2009;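 active = mean replicate score, as percent of positive control median, at least 50; inconclusive = mean below 50 but one replicate at or above 50; inactive = mean and every replicate below 50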;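 note: strain carries kanamycin resistance gene driven by streptokinase promoter and grows in 40 µg/ml kanamycin; loss of luminescence reflects streptokinase promoter inhibition or plain growth inhibition; 0% = median of DMSO wells and 100% = positive control at its reference dose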
MrgX1 ag: agonists of human MrgX1 receptor, primary screen, HEK293 cells, Fluo-4 calcium flux; hit rate 0.44% among 310,000; Fluo-4 calcium fluorescence, agonist mode; stronger effect = higher value; Mas-related G-protein coupled receptor member X1 (Homo sapiens), Q96LB2; B-score at 10 µM;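 active = calcium response B-score plate-corrected fluorescence ratio at least 3 library SD, with starting fluorescence B-score inside 5 SD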
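times = overnight plating, then 30 min 37 °C plus 30 min room-temperature dye loading | assay system = stable human MrgX1 HEK293 cell line | input = fifteen thousand cells per well | signal = kinetic calcium dye fluorescence, Fluo-4 NW | dosing = compound delivered in addition one of three | read-out = B-scored fluorescence response ratio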
MrgX1 antag: antagonists of human MrgX1 receptor, primary screen, HEK293 cells, Fluo-4 calcium flux. Mas-related G-protein coupled receptor member X1 (Homo sapiens), Q96LB2. hit rate 1.3% among 310,000. B-score at 10 µM. AID 588676, 2011. BAM8-22 antagonism; stronger effect = lower value;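 active = calcium-response B-score plate-corrected more than 3 library SD below zero, starting fluorescence within 5 deviations, no agonist response on first addition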;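 note: peak minus trough fluorescence over baseline after final BAM8-22 challenge near maximal dose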
An asterisk follows results filed as active; i = inactive; ? = inconclusive; · = no result given.

Values in the order: RGS4 inh	TRPC6 inhibitor	HDAC3 inh	TMEM16A inh	TMEM16A act	RGS4 act	TRPC6 act	MrgX1 allo act	MrgX1 ag	MrgX1 antag	SKKanGAS inh
- COc1ccc(NC(=O)CCNC(=O)c2ccco2)cc1S(=O)(=O)N(C)C
→ i	i	4	i	i	i	i	i	i	i	5
- Nc1ncc(S(=O)(=O)c2ccc(Cl)cc2)c(N)n1
→ i	i	-4	i	i	i	i	i	i	i	1
- O=C(O)c1ccc(N/N=C/C(Br)=C/c2ccccc2)cc1
→ i	i	8	i	i	i	i	i	i	i	27
- CN(C)c1ccc(C2/C(=C(/O)c3ccc(Br)cc3)C(=O)C(=O)N2C)cc1 (centres undefined)
→ i	i	6	i	i	i	i	i	i	i	0
- CCCn1c(=O)c(C(=O)NNC(=O)c2ccccc2Cl)c(O)c2ccccc21
→ i	i	?	100*	-4.6*	i	i	i	97*	i	86*
- Cn1c(=O)c2c(nc(N/N=C/c3ccncc3)n2Cc2ccccc2)n(C)c1=O
→ i	i	2	i	i	i	i	i	i	i	1
- CCC(C)NC(=O)CSc1nc2cc3c(cc2c(=O)n1Cc1ccco1)OCO3 (centres undefined)
→ i	i	·	·	i	i	i	·	·	·	4
- CC(=O)c1ccc(Oc2ncnc(N)c2[N+](=O)[O-])cc1
→ i	i	-1	i	i	i	i	i	i	i	-7
- Cc1ccc(CNC(=O)C2CC(c3cc(C(F)(F)F)cc(C(F)(F)F)c3)=NO2)o1 (centres undefined)
→ i	i	3	i	i	i	i	i	i	i	4
- CC(C)c1ccc(NC(=O)C(c2ccc3c(c2)OCO3)N2CCCCC2)cc1 (centres undefined)
→ i	i	?	i	i	i	i	i	i	i	5
- Cc1nc2c(cc1NC(=O)c1ccccc1)nc(C)n2Cc1ccccc1
→ i	i	8	i	i	i	i	i	i	i	0
- O=C1CC(c2cccc(Cl)c2)CC(O)=C1C=NCCCO (centres undefined)
→ i	i	-2	i	·	i	i	i	i	i	-1
- CC(C)(C)c1ccc(C(=O)NN2C(=O)CSC2=S)cc1
→ i	i	1	i	i	i	i	i	i	i	1
- CN(C)c1ccc(/C=N/NC(=O)c2ccc(Cn3cc(Br)cn3)o2)cc1
→ i	i	-9	i	i	i	i	i	i	i	-4
- COc1ccc(C(=O)Nc2cccc3ccccc23)cc1
→ i	i	8	i	i	i	i	i	i	i	2
- Cc1cc(C(=O)NNS(=O)(=O)c2ccc(F)cc2)nn1C(C)(C)C
→ i	i	3	i	i	i	i	i	i	i	-3
- CC(SCc1nc2sc3c(c2c(=O)[nH]1)CCCC3)C(=O)Nc1ccccn1 (centres undefined)
→ i	i	-2	i	i	i	i	i	i	i	-2
- COc1ccc(C2C(C#N)=C(/N=C/N3CCN(C)CC3)OC3=C2C(=O)CC(C)(C)C3)cc1 (centres undefined)
→ i	i	5	i	i	i	i	i	i	i	0
- CCSc1ccccc1C(=O)NCc1ccc(S(N)(=O)=O)cc1
→ i	i	11	i	i	i	i	i	i	i	-5
- O=C(CCCC(=O)NCc1ccc(F)cc1)NCc1ccc(F)cc1
→ i	i	-1	i	i	i	i	i	i	i	-13
- O=C(O)Cn1nc(-c2ccc(Cl)cc2)ccc1=O
→ i	i	-4	i	i	i	i	i	i	i	0
- Cc1cc(-n2c(=O)c(C#N)cc3c(=O)n4ccccc4nc32)no1
→ i	i	-255	i	i	i	i	i	i	i	-1
- Cc1cc(C)c(C)c(S(=O)(=O)N2CCN(C(=O)c3ccco3)CC2)c1C
→ i	i	-12	i	i	i	i	i	i	i	-3
- O=C(Nc1ccccn1)c1ccc(Br)s1
→ i	i	2	i	i	i	i	i	i	i	-3
- Cc1cccc(Oc2ccc(NC(=O)c3ccccc3C(=O)O)cc2)c1
→ i	i	-2	i	i	i	i	i	i	i	12
- Cc1nnc(NC(=O)CSc2nnc3ncccn23)s1
→ i	i	0	i	i	i	i	i	i	i	-2
- O=C(N/N=C/c1cc(Br)c(O)c(Br)c1)C1CC1
→ i	i	-1	i	i	i	i	i	i	i	8
- CCOC(=O)C1CCN(S(=O)(=O)c2ccc(OC)c(Cl)c2Cl)CC1
→ i	i	-1	i	i	i	i	i	i	i	8
- CCCCn1c(N)c(N(CCOC)C(=O)CCCc2cccs2)c(=O)[nH]c1=O
→ i	i	-3	i	i	i	i	i	i	i	1
- Cc1ccc(S(=O)(=O)Nn2c(C)ccc2C)cc1
→ i	i	7	i	i	i	i	i	i	i	-12
- N/C(=N\OC(=O)c1cccc(Cn2cc(C(F)(F)F)ccc2=O)c1)c1ccc(Cl)cc1
→ i	i	-3	i	i	i	i	i	i	i	0
- Cc1n[nH]c(C)c1S(=O)(=O)N1CCN(C2CCCCC2)CC1
→ i	i	-4	i	i	i	i	i	i	i	-1
- CCc1cc2c(N[C@@H](Cc3c[nH]c4ccccc34)C(=O)O)ncnc2s1
→ i	i	0	i	i	i	i	i	i	i	1
- CC(C)(C)NC(=O)CSc1ncccc1-c1nc2ccccc2[nH]1
→ i	i	-9	i	i	i	i	i	i	i	12
- Cc1cc(=O)n2[nH]c(N)c(N=Nc3ccccc3F)c2n1
→ i	i	-1	i	i	i	i	i	i	i	7
- O=C(NCCc1ccccc1)C1=CCN(S(=O)(=O)c2ccccc2)CC1
→ i	i	-1	i	i	i	i	i	i	i	2
- COc1cc(O)c(C(CCN2CCCC2)c2cc(OC)c(OC)c(OC)c2)c(OC)c1 (centres undefined)
→ i	i	0	i	i	i	i	i	i	i	2
- CC(C)(C)n1nnnc1CN1CCC(NC(=O)NC2CCCCC2)CC1
→ i	i	5	i	i	i	i	i	i	i	-8
- CCOC(=O)c1ccc(NC(=O)Cn2nnc(-c3ccccc3C)n2)cc1
→ i	i	10	i	i	i	i	i	i	i	10
- CCN(CC)S(=O)(=O)c1ccc(C(=O)N2CCN=C2SCc2cccnc2)cc1
→ i	i	-3	i	i	i	i	i	i	i	-2
- CCOC(=O)c1[nH]c2cc3c(cc2c1NC(=O)CN1CCC(C)CC1)OCO3
→ i	i	0	i	i	i	i	i	i	i	3
- COc1ccc(NC(=O)c2cccnc2Nc2ccc(OC)cc2)cc1
→ i	i	5	i	i	i	i	i	i	i	-2
- Cc1cc(C)c2[nH]c(C(=O)N3CCC(n4nccc4NC(=O)C4CC4)CC3)c(C)c2c1
→ i	i	5	i	i	i	i	i	i	i	4
- CCC(C)(C(=O)NC1CCCCC1)N(C(=O)c1cnccn1)c1c(C)n(C)n(-c2ccccc2)c1=O (centres undefined)
→ i	i	0	i	i	i	i	i	i	i	-1
- N#Cc1c(-c2ccco2)ccn(Cc2ccc(F)cc2)c1=O
→ i	i	-3	i	i	i	i	i	i	i	3
- c1ccc(CN2CCN(c3ncnc4nc[nH]c34)CC2)cc1
→ i	i	3	i	i	i	i	i	i	i	-3
- COc1ccc(CCNC(=S)Nc2cccc(C)c2C)cc1
→ i	i	-5	i	i	i	i	i	i	i	6
- CC(C)c1ccc(NC2CCCN(C(=O)c3cc(C(C)C)[nH]n3)C2)cc1 (centres undefined)
→ i	i	·	·	i	i	i	·	·	·	3
- Cc1ccc(SCC(=O)NCCSC(C)(C)C)cc1
→ i	i	-7	i	i	i	i	i	i	i	-2
- CSCC[C@H](NC(=O)[C@@H]1Cc2ccccc2CN1)C(=O)Nc1ccc2c(c1)OCCO2
→ i	i	-4	i	i	i	i	i	i	i	-4
- CC1CCN(C(=O)CSCC(=O)O)CC1
→ i	i	4	i	i	i	i	i	i	i	-4
- CCOC(=O)CSc1n[nH]c(-c2cccnc2)n1
→ i	i	1	i	i	i	i	i	i	-7*	-20
- Cn1c(=O)c2c(O)c(C=Nc3ccc(F)cc3)c(=O)n(C)c2n(C)c1=O
→ i	-6.6*	4	i	·	i	i	i	i	i	1
- Cc1nn(C)c(Oc2cccc(Cl)c2)c1C(=O)O
→ i	i	0	i	i	i	i	i	i	i	-2
- COc1ccc(C(=O)N2CCN(Cc3ccccc3C)CC2)cc1OC
→ i	i	-1	i	i	i	i	i	i	i	-2
- Cc1ccc(NCC(=O)N/N=C/c2cccc(Br)c2)cc1
→ i	i	-6	i	i	i	i	i	i	i	1
- Cc1cccc(C)c1NC(=O)CSc1nc(C2CC2)nc2ccccc12
→ i	i	-4	i	i	i	i	i	i	i	25
- CC(=O)c1cccc(NC(=O)CN2C=NS(=O)(=O)c3ccc(C)cc32)c1
→ i	i	-2	i	i	i	i	i	i	i	-3
- O=C1Nc2ccc3sc4ccccc4c3c2C1=O
→ i	i	0	i	i	i	i	i	i	i	-6
- O=C(c1cnn2c(C(F)(F)F)cc(-c3ccco3)nc12)N1CCCc2ccccc21
→ i	i	-12	i	i	i	i	i	i	i	5
- O=C1CS/C(=N/N=C/c2cccs2)N1Cc1ccc(F)cc1
→ i	i	-2	i	i	i	i	i	i	i	10
- Cc1cc(C)cc(SCc2noc(C(=O)NCC3CC3)c2C(=O)NCC2CC2)c1
→ i	i	13	i	·	i	i	i	i	i	30
- COc1ccc(-c2csc(N=C(N)N)n2)cc1
→ i	i	6	i	i	i	i	i	i	i	-4
